# Compound activity as filed in PubChem.
# RPL19A TOR yeast – alters RPL19A-GFP fluorescence in TOR pathway yeast screen; S. cerevisiae RPL19A-GFP strain, flow cytometry, 3 h; active compounds read low; percent response vs DMSO, % at 10 µM; actives 0.3% (n = 330,000);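 active = percent response vs DMSO below 50%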;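 also: median channel GFP fluorescence of the barcoded RPL19A-GFP strain; ratio of sample median GFP to plate DMSO average so 100% = DMSO; lower means less RPL19A-GFP as with rapamycin TOR inhibition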
# proCasp7 act – counter-screen for procaspase-3 activators: activators of human procaspase-7; recombinant procaspase-7, Ac-DEVD-pNA absorbance 405 nm; D23A/D198A/D206A triple mutant, cannot self-cleave; scale: DMSO 0, 5 µM enzyme 100; activation, % at 8.5 µM; actives 0.093% (n = 330,000);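 active = percent activation above the screen-wide mean plus 3 SD, cut at about 25% in these data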
# Target sequence (P55210 whole entry D23A/D198A/D206A): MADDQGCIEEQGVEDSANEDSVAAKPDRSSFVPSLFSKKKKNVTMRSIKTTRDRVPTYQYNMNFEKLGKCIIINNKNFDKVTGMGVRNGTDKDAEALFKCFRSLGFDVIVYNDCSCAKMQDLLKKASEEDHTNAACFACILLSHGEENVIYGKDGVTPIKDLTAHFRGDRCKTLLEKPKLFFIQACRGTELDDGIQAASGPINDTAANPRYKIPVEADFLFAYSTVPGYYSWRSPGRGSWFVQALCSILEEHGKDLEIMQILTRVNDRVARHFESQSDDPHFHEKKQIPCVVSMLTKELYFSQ
#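 System: Uncleavable procaspase-7 mutant enzyme; Amount: 2 µM procaspase-7 mutant as dispensed; Schedule: 1 h compound preincubation, 2 h substrate cleavage, 25 °C; Measured by: 405 nm absorbance of p-nitroaniline; Evaluation: percent activation from buffer-corrected 0–120 min absorbance change; Control set: low DMSO alone, high DMSO plus 5 µM PC-7.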
# AHR act – human AHR activation. AHR-responsive luciferase reporter cells, luminescence. actives 2.5% (n = 320,000). activation, % at 5 µM. P35869; in the data active = activation above about 47%;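 also: 0% = vehicle wells and 100% = reference agonist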
# LAP4-GFP MLPCN – modulators of TOR pathway LAP4-GFP in S. cerevisiae; actives 0.34% (n = 320,000); GFP response vs DMSO, % at 10 µM; S. cerevisiae LAP4-GFP multiplex, flow cytometry GFP, 3 h; median GFP as percent of DMSO wells;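 active = GFP response vs DMSO above a set limit, about the screen mean plus 3 SD, cut at about 150% in these data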
# MEP2 TOR yeast – yeast TOR pathway MEP2-GFP modulation. actives 0.51% (n = 330,000). GFP response vs DMSO, % at 10 µM. S. cerevisiae MEP2-GFP strain, flow cytometry GFP, 3 h; 100% = DMSO control level. AID 2016;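 active = GFP response versus DMSO above a set limit, roughly screen mean plus 3 SD, cut at about 180% in these data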;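 also: median GFP fluorescence of the barcode-gated MEP2-GFP cells per well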
# AGP1 TOR yeast – alters AGP1-GFP fluorescence in TOR pathway yeast screen. actives 0.02% (n = 320,000). GFP response vs DMSO, % at 10 µM. S. cerevisiae AGP1-GFP multiplex flow cytometry, 3 h; GFP as percent of DMSO wells. AID 2066;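 active = GFP response relative to DMSO above a set limit, near screen average plus 3 SD, cut at about 150% in these data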;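 also: median GFP channel fluorescence of the gated AGP1 strain per well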
# proCasp3 act – procaspase-3 (human) activation; actives 0.11% (n = 330,000); recombinant procaspase-3 D3A, Ac-DEVD-pNA absorbance 405 nm; P42574; AID 463141; activation, % at 8.5 µM;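 active = activation above the mean of all tested compounds plus 3 SD, cut at about 21% in these data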;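 also: 0% = DMSO alone and 100% = DMSO wells spiked with extra 5 µM PC-3 D3A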
# Target sequence (P42574 whole entry D9A/D28A/D175A): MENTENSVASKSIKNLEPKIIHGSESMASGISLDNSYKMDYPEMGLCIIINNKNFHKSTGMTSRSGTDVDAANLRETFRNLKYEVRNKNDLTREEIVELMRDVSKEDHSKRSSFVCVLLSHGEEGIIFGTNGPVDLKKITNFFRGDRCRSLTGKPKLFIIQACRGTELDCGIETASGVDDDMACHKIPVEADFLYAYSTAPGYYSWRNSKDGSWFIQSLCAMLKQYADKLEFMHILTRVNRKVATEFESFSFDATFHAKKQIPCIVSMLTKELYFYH
#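 material = Procaspase-3 D3A mutant | probe or stimulus = Ac-DEVD-pNA | compound = single dose, 8.5 µM nominal compound, 0.8% DMSO | timing = 1 h preincubation, 2 h reaction | measured by = 405 nm absorbance of p-nitroaniline, reads at 0 and 120 min | benchmarks = DMSO-only low control, 5 µM PC-3 D3A high control | repeats = singlicate, each compound tested once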
# CIT2-GFP yeast – yeast TOR pathway CIT2-GFP modulation. actives 0.065% (n = 320,000). GFP response vs DMSO, % at 10 µM. S. cerevisiae CIT2-GFP strain, flow cytometry, 3 h; 100 means same as DMSO wells;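 active = GFP response relative to DMSO above a set limit, near the screen mean plus 3 SD, cut at about 150% in these data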;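 also: ratio of well median GFP fluorescence to mean of DMSO wells on the plate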
# Active calls of the source: *; . = not tested or not shown.
SMILES,RPL19A TOR yeast,proCasp7 act,AHR act,LAP4-GFP MLPCN,MEP2 TOR yeast,AGP1 TOR yeast,proCasp3 act,CIT2-GFP yeast
CCS(=O)(=O)c1nc2ccccc2n1CC(=O)N1CCCCC1,97,0,3,103,94,96,-7,94
CCCN(CC(=O)Nc1cccc(S(N)(=O)=O)c1)CC(=O)Nc1ccc(F)c(F)c1F,109,1,5,102,108,118,4,112
COc1ccccc1NC(=O)NCC1(N(C)C)CCCCC1,104,6,0,97,97,101,-1,101
NC(=O)CSc1nnc(-c2cnccn2)n1Cc1ccco1,101,-4,-1,106,95,108,-4,101
CCOc1ccc(S(=O)(=O)NC2CCCCC2C)cc1 (stereo unspecified),96,-1,-4,88,95,87,2,98
O=C(CCS(=O)(=O)c1ccc(Br)cc1)N1CCCCCC1,93,-4,0,92,88,96,9,89
CN1CCSc2ccc(C(=O)Nc3cccc(F)c3)cc21,94,-3,126*,153*,104,91,5,72
Cc1ccc(-c2nnc3ccc(SCC(=O)N4CCc5ccccc54)nn23)cc1,98,2,6,96,98,98,5,94
CCN(CC)C(=O)C(Oc1ccc(S(=O)(=O)N2CCCC2)cc1[N+](=O)[O-])c1ccccc1 (stereo unspecified),104,0,-1,103,107,106,-1,101
CCOC(=O)c1cnc(-c2ccccc2)nc1Oc1ccc(Cl)c(Cl)c1,97,-12,3,94,95,102,4,96
COc1ccc(C(=O)OCCN2C(=O)c3ccccc3C2=O)cc1,96,0,-4,109,100,96,11,93
CSCCC(NC(=O)c1ccccc1Br)C(=O)NNC(=O)c1ccco1 (stereo unspecified),96,5,2,97,98,95,-1,93
CCc1cc2c(=O)oc(-c3ccc(F)cc3)nc2s1,96,-2,-2,107,103,92,8,91
CC(C)C[C@H]1C(=O)N2CCC[C@H]2[C@]2(O)O[C@](NC(=O)C3C=C4c5cccc6[nH]c(Br)c(c56)C[C@H]4N(C)C3)(C(C)C)C(=O)N12 (stereo partly specified),108,-9,2,114,94,102,-14,116
CCCOc1ccc(/C=N/NC(=O)CSCc2ccc([N+](=O)[O-])cc2)cc1OCC,104,2,5,96,102,101,-4,102
CCN1C(=O)[C@H]2[C@@H](c3ccc(C)cc3)N3C(=O)N(c4ccccc4)C(=O)[C@@]3(Cc3ccc(Cl)cc3)[C@H]2C1=O,101,-3,4,105,94,84,-6,77
Cc1nn(CC(=O)O)c(C)c1N,97,7,-2,107,97,101,2,94
O=C(CSCc1ccc(F)cc1)NCc1ccco1,100,-15,0,105,101,104,-5,91
Cc1ccc(-n2ncc3c2CCCC3NC(=O)c2csnn2)cc1C (stereo unspecified),91,-5,1,101,96,85,3,90
O=C(CNC(=O)c1ccccc1)NCC(=O)OCC(=O)c1ccc(F)cc1,95,-4,-3,91,98,96,1,81
Cc1cc(C)n(C(=O)c2ccc(NC(=O)C3CC3)cc2)n1,100,14,-2,107,122,97,6,88
COc1ccc(S(=O)(=O)N2CCN(CCOc3ccc(Br)cc3)CC2)cc1OC,96,-7,-2,102,100,99,16,95
COc1ccc(C(=O)NNC(=O)COc2ccc(Cl)cc2)c(OC)c1,104,-3,73*,79,90,76,2,85
COc1ccc(C(=O)Nc2ccc3[nH]c(-c4cccc(OC)c4)cc(=O)c3c2)cc1,100,-1,6,118,94,87,5,98
CCc1cc(C(c2ccc(OC)c(OC)c2)N2CCOCC2)c(NC(=O)c2ccccc2)s1 (stereo unspecified),114,-8,10,103,105,109,-1,113
Cc1cccc(C)c1NC(=O)CN(C)C(=O)c1cccc(S(=O)(=O)N2CCN(c3ccccc3)CC2)c1,107,7,1,102,103,109,4,105
Cc1cccc(N(C)S(=O)(=O)c2ccc3c(c2)CCC(=O)N3)c1,89,18,3,88,90,91,3,91
Cc1ccc(C(=O)Nc2cccc(-c3ccc(N4CCOCC4)nn3)c2)cc1C,103,-1,1,106,96,109,-9,95
CC(C)N(Cc1ccccc1)C(=O)COC(=O)c1ccccc1SCC(=O)N1CCCC1,96,-2,1,104,98,102,6,95
N#CC1=C(SCc2ccccc2Cl)NC(=O)C(C(N)=O)C1 (stereo unspecified),97,4,1,97,99,102,11,99
O=C(Cn1c(=O)n(-c2ccc(F)cc2)c(=O)c2sccc21)c1ccccc1,104,-1,-1,112,111,104,-8,88
Cc1ccc(C)c(NC(=O)NNC(=O)CCc2ccccc2)c1,102,-2,1,79,96,92,-1,100
CSCCC(NS(=O)(=O)c1ccc(Cl)c(Cl)c1)C(=O)O (stereo unspecified),96,0,2,97,95,92,-7,96
CCOC(=O)N1CCN(C(=O)c2cn(CC)c3ccc(S(=O)(=O)N4CCOCC4)cc3c2=O)CC1,101,1,0,93,102,104,4,106
O=C(OCCN1C(=O)CCC1=O)c1ccc(S(=O)(=O)N2CCCCC2)cc1,112,2,2,114,118,113,2,114
O=C(Cn1cnc2ccccc21)Nc1ccc2c(c1)OCCCO2,97,-6,0,97,100,102,10,106
O=C(NC1CCCC1)C(c1cccnc1)N(C(=O)c1csnn1)c1ccccc1Cl (stereo unspecified),101,9,-1,101,105,104,-8,104
CC1CC(C)(C)NC(=S)N1CCCC(=O)N1CCN(c2ccc(F)cc2)CC1 (stereo unspecified),101,-4,17,119,148,104,-6,105
Cn1c(=O)[nH]c(=O)c2c1[nH]c(=S)n2Cc1ccccc1,82,-20,2,.,91,89,-10,83
Cc1ccc(OCCN2CCN(C)CC2)c([N+](=O)[O-])c1,96,13,4,87,96,98,9,96
CCc1c(C)sc(NC(=O)C2CCCCC2C(=O)O)c1C(N)=O (stereo unspecified),105,-23,2,88,103,111,-21,.
CC(C)(C)OC(=O)N1CCC[C@H]1c1nnc(SC/C=C/c2ccccc2)o1,89,-5,5,87,94,89,-3,99
O=C1Cc2ccccc2C(=O)N1OCc1ccc(Cl)cc1,91,4,66*,88,86,92,3,93
Cc1ccn2cc(-c3cccc(NC(=O)CCC(=O)O)c3)nc2c1,101,5,1,89,104,93,3,97
CC(=O)N1CCOc2ccc(S(=O)(=O)N3CCC(C(=O)Nc4cc(C)ccc4C)CC3)cc21,93,7,0,92,91,96,3,96
O=C(Nc1ncn[nH]1)c1ccc(Cl)c(S(=O)(=O)Nc2ccc(Cl)cc2)c1,100,2,-2,91,97,94,2,97
Cc1nnc(-c2cnn(C)c2N)n1CCCN1CCOCC1,101,6,28,103,98,108,7,101
CCSc1ncc(/C=N/Nc2ccc(Cl)cc2)n1C,93,-24,103*,100,93,86,-24,92
CCc1nnc(NS(=O)(=O)c2ccc(NC(=O)COc3ccc4ccccc4c3)cc2)s1,101,-1,3,99,98,96,-9,96
CC(C)(CO)NCc1cccs1,94,-4,1,105,109,94,3,95
O=C(NCCCN1CCOCC1)c1ccc2c(c1)N(Cc1cccc(F)c1)C(=O)c1ccccc1S2,111,-5,0,108,115,111,-1,101
COc1ccc(N2CCN(C(=O)COc3ccc4ccccc4c3)CC2)cc1,94,6,2,90,96,90,3,92
CCC1(COC(=O)Nc2cccc(Cl)c2)COC1,100,11,28,108,99,96,3,93
Cc1c(-c2ccc(F)cc2)[n+](=O)c2c(n1[O-])CCCCC2,96,1,-2,89,110,87,-1,95
CNC(=O)N1CCN(C(=O)NC)CC1,95,-3,-5,102,100,97,3,100
O=C(CSc1nnc(CNC(=O)c2cccs2)o1)Nc1cccc(F)c1,103,4,4,96,100,95,-1,95
Cc1ccc(C)c(S(=O)(=O)N2CCN(c3nc(CN4CCOCC4)nc4sc(C)c(C)c34)CC2)c1,102,4,0,103,106,104,4,101
CC(=O)c1cccc(NC(=O)CSc2nnc(C(C)N(C)C)n2-c2ccc(F)cc2)c1 (stereo unspecified),103,-3,1,91,108,95,-6,106
O=C1NC2(CCCCCC2)C(=O)N1Cc1cccc(Cl)c1,101,-2,1,88,107,95,0,102
N=C1C(c2ccccc2)=C(O)CN1c1ccc2c(c1)OCO2,93,7,-1,91,95,96,1,94

# Three entries already listed, sorted by the value under AGP1 TOR yeast, falling:
Compound	RPL19A TOR yeast	AHR act	LAP4-GFP MLPCN	MEP2 TOR yeast	AGP1 TOR yeast	proCasp3 act	CIT2-GFP yeast
O=C(NCCCN1CCOCC1)c1ccc2c(c1)N(Cc1cccc(F)c1)C(=O)c1ccccc1S2	111	0	108	115	111	-1	101
CNC(=O)N1CCN(C(=O)NC)CC1	95	-5	102	100	97	3	100
CC(C)(CO)NCc1cccs1	94	1	105	109	94	3	95

# Part of the list above, with values under each structure:
# Fields – RPL19A TOR yeast, proCasp7 act, AHR act, LAP4-GFP MLPCN, MEP2 TOR yeast, AGP1 TOR yeast, proCasp3 act, CIT2-GFP yeast
CCc1cc(C(c2ccc(OC)c(OC)c2)N2CCOCC2)c(NC(=O)c2ccccc2)s1 (stereo unspecified)
    114, -8, 10, 103, 105, 109, -1, 113
Cc1cccc(C)c1NC(=O)CN(C)C(=O)c1cccc(S(=O)(=O)N2CCN(c3ccccc3)CC2)c1
    107, 7, 1, 102, 103, 109, 4, 105
Cc1cccc(N(C)S(=O)(=O)c2ccc3c(c2)CCC(=O)N3)c1
    89, 18, 3, 88, 90, 91, 3, 91
Cc1ccc(C(=O)Nc2cccc(-c3ccc(N4CCOCC4)nn3)c2)cc1C
    103, -1, 1, 106, 96, 109, -9, 95
CC(C)N(Cc1ccccc1)C(=O)COC(=O)c1ccccc1SCC(=O)N1CCCC1
    96, -2, 1, 104, 98, 102, 6, 95
N#CC1=C(SCc2ccccc2Cl)NC(=O)C(C(N)=O)C1 (stereo unspecified)
    97, 4, 1, 97, 99, 102, 11, 99
O=C(Cn1c(=O)n(-c2ccc(F)cc2)c(=O)c2sccc21)c1ccccc1
    104, -1, -1, 112, 111, 104, -8, 88
Cc1ccc(C)c(NC(=O)NNC(=O)CCc2ccccc2)c1
    102, -2, 1, 79, 96, 92, -1, 100
CSCCC(NS(=O)(=O)c1ccc(Cl)c(Cl)c1)C(=O)O (stereo unspecified)
    96, 0, 2, 97, 95, 92, -7, 96
CCOC(=O)N1CCN(C(=O)c2cn(CC)c3ccc(S(=O)(=O)N4CCOCC4)cc3c2=O)CC1
    101, 1, 0, 93, 102, 104, 4, 106
O=C(OCCN1C(=O)CCC1=O)c1ccc(S(=O)(=O)N2CCCCC2)cc1
    112, 2, 2, 114, 118, 113, 2, 114
O=C(Cn1cnc2ccccc21)Nc1ccc2c(c1)OCCCO2
    97, -6, 0, 97, 100, 102, 10, 106
O=C(NC1CCCC1)C(c1cccnc1)N(C(=O)c1csnn1)c1ccccc1Cl (stereo unspecified)
    101, 9, -1, 101, 105, 104, -8, 104
CC1CC(C)(C)NC(=S)N1CCCC(=O)N1CCN(c2ccc(F)cc2)CC1 (stereo unspecified)
    101, -4, 17, 119, 148, 104, -6, 105
Cn1c(=O)[nH]c(=O)c2c1[nH]c(=S)n2Cc1ccccc1
    82, -20, 2, ., 91, 89, -10, 83
Cc1ccc(OCCN2CCN(C)CC2)c([N+](=O)[O-])c1
    96, 13, 4, 87, 96, 98, 9, 96
CCc1c(C)sc(NC(=O)C2CCCCC2C(=O)O)c1C(N)=O (stereo unspecified)
    105, -23, 2, 88, 103, 111, -21, .
CC(C)(C)OC(=O)N1CCC[C@H]1c1nnc(SC/C=C/c2ccccc2)o1
    89, -5, 5, 87, 94, 89, -3, 99
